Compound activity as filed in PubChem BioAssay.
HUVEC prolif 384: inhibitors of HUVEC proliferation, primary screen, cell-based, 384-well; 1.1% of 86,000 active; CellTiter-Glo luminescence, 72 h; active compounds read low; viability, % at 10 µM (by protocol);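 active = viability at or below 30%; inactive = viability above 30%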;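 note: 100% = median luminescence of DMSO-only cell control wells on each plate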
Smad3 inh: Smad3/FoxH1 peptide binding inhibitors, primary screen, biochemical, TR-FRET; inhibition, % at 25 µM; TR-FRET Smad3/Dy647-FoxH1 peptide binding, europium anti-His; 0.29% of 88,000 active; Mothers against decapentaplegic homolog 3 (Homo sapiens), P84022;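 active = compounds that reduce the energy-transfer binding signal between the protein and its labelled peptide by more than half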;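 note: 0% = Smad3 plus labelled peptide maximal FRET and 100% = peptide-only background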
Target sequence (P84022 whole entry, looked up): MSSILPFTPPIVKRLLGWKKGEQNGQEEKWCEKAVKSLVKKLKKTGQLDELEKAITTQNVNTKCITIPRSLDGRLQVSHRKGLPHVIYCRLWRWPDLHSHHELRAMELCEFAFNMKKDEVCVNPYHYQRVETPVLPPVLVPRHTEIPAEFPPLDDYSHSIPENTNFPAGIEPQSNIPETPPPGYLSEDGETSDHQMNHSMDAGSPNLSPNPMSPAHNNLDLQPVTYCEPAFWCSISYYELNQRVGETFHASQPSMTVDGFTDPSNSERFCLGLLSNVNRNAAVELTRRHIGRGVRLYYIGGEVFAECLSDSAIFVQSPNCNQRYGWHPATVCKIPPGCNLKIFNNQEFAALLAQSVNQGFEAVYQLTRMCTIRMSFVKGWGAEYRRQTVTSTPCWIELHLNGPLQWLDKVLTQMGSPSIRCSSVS
IL1B cytotox: cytotoxicity in IL-1B stimulated HUVEC, primary screen, cytotoxicity control for IL-1B NFkB translocation project, imaging, Hoechst nuclear count, IL-1B stimulus. HUVEC cell count loss. cell count reduction, % at 2 µM. 0.41% of 94,000 active;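 active = cell count reduction more than 3 SD above the screen-wide mean, cut at about 70% in these data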;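 note: normalized per plate to untreated control cells as the no-loss baseline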
Fibroblast inh: antiproliferative effect on LL 47 fibroblasts – human, LL 47 cells, CellTiter-Glo luminescence, primary screen; 1.1% of 85,000 active; AID 719, 2007; LL 47 human lung fibroblast viability, ATP luminescence; active compounds read low; viability, % at 10 µM;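 active = viability at or below 50% in the single dose screen; inactive = viability above 50%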;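 note: compound exposure lasted 72 h before the ATP readout; 100% = median luminescence of untreated cell-only wells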
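Benchmarks: Cell-only wells, no compound | Test system: LL 47 human lung fibroblasts, passage 12 or lower | Input: 1,150 cells/well | Measured by: CellTiter-Glo luminescence measuring cellular ATP | Medium: IMEM, 15% FBS supplement | Schedule: Overnight attachment after seeding, then 72 h compound exposure at 37 °C | Doses: Compound addition at 0.1% DMSO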
H69AR growth 86K: proliferation blockers of H69AR lung cancer cells, primary screen, cell-based, human, 86K library; H69AR lung tumor viability, ATP luminescence, 72 h; active compounds read low; viability, % at 10 µM; 6% of 85,000 active;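 active = viability at or below 40%; inactive = viability above 40%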;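 note: multidrug resistant small cell line overexpressing MRP-1 efflux transporter; 100% = mean luminescence of untreated control wells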
cytoskel mod: modifiers of F-actin cytoskeleton organization, primary screen, imaging, HUVEC, phalloidin staining, high-content imaging. HUVEC TNFa F-actin phalloidin imaging. inhibition, % at 2 µM. 0.18% of 91,000 active;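 active = inhibition above the batch mean plus 3 SD and confirmed as a hit by visual image inspection, cut at about 30% in these data, passing the limit was not always enough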; note: strong numbers were not always called active
PTK2B oligo ant: antagonists of Pyk2 self-association, primary screen, Q293 cells, FERM NanoBiT luminescence, HTS. Protein-tyrosine kinase 2-beta (Homo sapiens), Q14289. active compounds read low. z-score (the deposit names both 25 µM and 10 µM). 0.83% of 99,000 active. AID 1347419, 2020;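 active = Z-score of -3 or lower, scaled per plate to the spread of control and sample wells; inactive = z-score above -3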;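 note: negative z-score means lost luminescence so less FERM oligomerization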
VCAM1 TNFa inh: inhibitors of TNFa-induced VCAM1 expression, primary screen, imaging, HUVEC, TNFa stimulus, immunofluorescence; 0.48% of 95,000 active; inhibition, % at 2 µM; HUVEC TNFa-induced VCAM-1 immunofluorescence, high-content imaging;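 active = inhibition above the batch mean plus 3 SD, with images confirmed as a hit by eye, cut at about 37% in these data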;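 note: 0% = TNF-stimulated DMSO wells and 100% = unstimulated control wells; not every result past the cut was called active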
HUVEC tox TNFa: cytotoxicity in TNFa-stimulated HUVEC, primary screen, cytotoxicity control for VCAM1 expression modulator project, imaging, Hoechst nuclei count | HUVEC TNFalpha-stimulated, Hoechst cell count | cell count reduction, % at 2 µM | 0.17% of 93,000 active;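 active = cell count reduction exceeding the screen mean by over 5 SD, scaled to untreated wells per plate, cut at about 78% in these data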;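 note: cells counted after 24 h of TNF alpha exposure following the 1 h pretreatment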
Starred values were filed as active, the others as inactive; . = no result given; [ ] = another dose, or the depositor's remark. These rows are one share of the data; count on the stated rates, not on these rows.

Results follow in this order: cytoskel mod	HUVEC prolif 384	PTK2B oligo ant	HUVEC tox TNFa	IL1B cytotox	VCAM1 TNFa inh	H69AR growth 86K	Smad3 inh	Fibroblast inh
Cc1ccc(S(=O)(=O)/N=C(/Nc2c(C)n(C)n(-c3ccccc3)c2=O)c2ccc(Cl)cc2)cc1
    -16	.	0.05	1	-4	4	.	.	.
CC1=C(C#N)C2C(/C1=N/O)C2(C)C (stereo not drawn)
    3	100	1.2	-35	8	-1	97	1	92
CCOc1ccc(C2OC34CCCCC3C(C#N)(C#N)C2(C#N)C(=N)O4)cc1OC (stereo not drawn)
    6	78	0	-14	-2	18	57	11	75
CC(=O)Nc1ccc(N2C(=O)CC(N3CCN(Cc4ccc5c(c4)OCO5)CC3)C2=O)cc1 (stereo not drawn)
    12	80	0.17	-23	3	2	57	0	102
CCCCn1nnnc1SCC(=O)N1CCN(C(=O)c2ccco2)CC1
    0	.	0.57	3	-2	7	.	.	.
O=c1c([N+](=O)[O-])cc(C(F)(F)F)cn1Cc1cccc(Cl)c1
    -2	.	2.3	6	-28	3	.	.	.
O=C(Nc1nnc(C2CC2)s1)c1ccc(S(=O)(=O)c2ccccc2)cc1
    -13	85	0.46	6	-27	18	84	5	101
Cc1ccc(C(=O)NCc2ccc(N3CCN(C(=O)OC(C)(C)C)CC3)cc2)cc1
    4	.	-0.37	-17	10	-6	.	.	.
O=c1c2ccccc2c(C=Nc2cccc(O)c2)c(O)n1-c1ccc2c(c1)OCO2
    19	.	-2	-6	17	7	.	.	.
CCc1nnc(NC(=O)c2ccc(S(=O)(=O)N(CCOC)CCOC)cc2)s1
    6	102	.	-10	1	-3	99	2	96
COCCCNC(=O)CNC(=S)N(Cc1ccc(F)cc1)C1CCCCC1
    -10	102	1	-4	13	3	92	-4	98
COc1ccc2cc3cc(C(=O)NCc4ccccn4)oc3nc2c1
    12	.	0.4	1	-35	10	.	.	.
O=C(CSc1n[nH]c(-c2ccc(Cl)cc2Cl)n1)Nc1ccccn1
    -3	.	0.83	-18	0	1	.	.	.
COc1nc(Nc2ccc(-c3nc4ccccc4o3)cc2)nc(N2CCOCC2)n1
    -38	76	-2	.	15	34	50	-8	110
CCC(=O)Oc1ccc(-c2nc(-c3cccnc3)no2)cc1
    17	96	-0.54	-9	23	13	104	-1	98
CC(=O)N1N=C(c2ccncc2)OC12CCCC2
    -7	96	0.04	2	45	-15	96	3	104
COC(=O)CSc1nnc(-c2ccc3c(c2)OCO3)n1C
    18	98	-0.02	-7	-13	-1	90	5	102
COc1ccc(C(=O)n2nc(-c3ccccc3)nc2N)cc1OC
    -2	79	2	-12	-1	6	93	15	93
CC(C)c1ccc(C(=O)CSc2n[nH]c(-c3ccncc3)n2)cc1
    0	98	-0.35	-11	-13	7	31*	-4	101
Cc1cccc(OCC(=O)Nc2cc(C)c(C)cc2O)c1
    0	89	-0.3	22	-11	21	84	4	105
CC(C)(C)n1nc2c(c1NC(=O)COc1ccc(Cl)cc1)CSC2
    13	101	0.52	-38	-1	-11	79	-3	103
CSc1sc2ccccc2[n+]1CCCS(=O)(=O)[O-]
    5	.	-0.2	-16	21	0	.	.	.
COc1cc(C(=O)N2CCN(c3ccc([N+](=O)[O-])cc3)CC2)ccc1OCc1c(C)noc1C
    .	110	1.2	-41	-2	2	38*	-4	99
COc1ccc(Cl)cc1C(=O)NNC(=O)c1cccnc1
    32	.	0.96	-18	-19	20	.	.	.
Cc1cc(C(=O)N/N=C/c2ccccc2Br)no1
    11	.	0.27	7	21	12	.	.	.
COc1cc(Nc2ccccc2Cl)c([N+](=O)[O-])nc1[N+](=O)[O-]
    -10	71	-0.57	4	.	0	17*	3	86
Cn1c(CCCCCN)nc2ccccc21
    18	96	-0.09	2	-4	-11	67	-16	90
O=C(CSc1ncc(-c2ccccc2)[nH]1)Nc1cccc(O)c1
    13	.	-0.52	-33	6	8	.	.	.
CCOC(=O)c1cc(NC(=O)Nc2ccc(OC)c(OC)c2)c(C)nc1C
    4	90	-0.9	-9	-3	3	83	-2[fluorescence artefact?]	99
CC(C)(C)n1ncc2c(=O)n(CC(=O)c3ccc(Cl)cc3)cnc21
    -16	96	1.1	-33	13	-32	91	3	105

No new results follow: entries from further up.
Results follow in this order: cytoskel mod	HUVEC prolif 384	PTK2B oligo ant	HUVEC tox TNFa	IL1B cytotox	VCAM1 TNFa inh	H69AR growth 86K	Smad3 inh	Fibroblast inh
CSc1sc2ccccc2[n+]1CCCS(=O)(=O)[O-]
    5	.	-0.2	-16	21	0	.	.	.
COc1cc(C(=O)N2CCN(c3ccc([N+](=O)[O-])cc3)CC2)ccc1OCc1c(C)noc1C
    .	110	1.2	-41	-2	2	38*	-4	99
COc1ccc(Cl)cc1C(=O)NNC(=O)c1cccnc1
    32	.	0.96	-18	-19	20	.	.	.
Cc1cc(C(=O)N/N=C/c2ccccc2Br)no1
    11	.	0.27	7	21	12	.	.	.
COc1cc(Nc2ccccc2Cl)c([N+](=O)[O-])nc1[N+](=O)[O-]
    -10	71	-0.57	4	.	0	17*	3	86
Cn1c(CCCCCN)nc2ccccc21
    18	96	-0.09	2	-4	-11	67	-16	90
O=C(CSc1ncc(-c2ccccc2)[nH]1)Nc1cccc(O)c1
    13	.	-0.52	-33	6	8	.	.	.
CCOC(=O)c1cc(NC(=O)Nc2ccc(OC)c(OC)c2)c(C)nc1C
    4	90	-0.9	-9	-3	3	83	-2[fluorescence artefact?]	99
CC(C)(C)n1ncc2c(=O)n(CC(=O)c3ccc(Cl)cc3)cnc21
    -16	96	1.1	-33	13	-32	91	3	105

Remaining list, next part:
Results follow in this order: cytoskel mod	HUVEC prolif 384	PTK2B oligo ant	HUVEC tox TNFa	IL1B cytotox	VCAM1 TNFa inh	H69AR growth 86K	Smad3 inh	Fibroblast inh
CCOC(=O)c1ccc(S(=O)(=O)N2CCN(CC3CC=CCC3)CC2)cc1 (stereo not drawn)
    -19	84	-1.8	-22	0	14	98	0	95
Cn1c2ccccc2c2c(C(=O)NCCCN3CCCC3=O)cn(C3CCCCC3)c(=O)c21
    -2	89	-0.91	-4	8	10	62	11	93
O=C(CCn1nc(-c2ccc(Cl)cc2)ccc1=O)N1CCOCC1
    1	96	1.5	-19	-24	-5	81	11	99
Cc1ccc(C(=O)CSc2nc(C)cc(C)c2C(N)=O)cc1
    24	.	0.63	-11	-35	7	.	.	.
COc1ccc(Nc2nc(N)nc(CSc3nncn3C)n2)cc1
    13	110	-1.1	-14	30	0	85	2	106
Cc1ccc2[nH]cc(C(=O)CN3CCN(C)CC3)c2c1
    15	103	2.1	-9	7	8	84	-6	105
COCCNC(=O)c1cc(-c2ccc(OC)c(OC)c2)on1
    -1	99	-0.44	-21	-26	0	107	0	106
N#C/C=C1/NC(=O)c2ccccc2S1
    .	85	0.16	.	.	.	101	-5	96
CCCc1cc(=O)oc2c(CN3CCCC3)c(O)ccc12
    17	94	0.57	-5	10	3	105	2	104
CCOC(=O)C1=C(CC)Nc2ccccc2N=C1NC(=O)Nc1ccc(Cl)c(Cl)c1
    -4	.	-4.1*	-6	-7	12	.	.	.
Cc1cc(Cl)ccc1OCC(=O)Nc1ccccc1CO
    -11	88	-0.85	3	-26	27	107	3	88
CCOc1ccc(S(=O)(=O)NN)cc1
    -9	.	1	-22	-5	9	.	.	.
Cc1ccc(-c2nc(-c3ccccc3)no2)cc1
    -6	103	-0.38	-6	-82	-5	103	-5	95
Cc1ccc(CSCCNC(=O)CSCc2ccc([N+](=O)[O-])cc2)cc1
    34	.	0.81	-13	-2	4	.	.	.
CCOC(=O)c1nnc(-c2cccs2)nc1NC(C)C
    -18	.	-2	3	-30	5	.	.	.
CCOC(=O)CNC(=O)CSc1ncnc2c1cnn2-c1ccc(C)cc1
    11	100	0.59	-9	22	-9	93	-2	96
COc1cc(C2NC(=O)NC(C)=C2C(=O)OC2CCCCC2)cc(Br)c1O (stereo not drawn)
    17	103	-1.2	-10	-24	-15	59	8	90
O=C1c2ccccc2C(=O)c2c(NCc3cccnc3)cccc21
    -7	.	-0.71	11	19	-12	.	.	.
CCOC(=O)N1CCN(C(=O)CSc2nc3ccccc3c(=O)n2-c2ccccc2)CC1
    -3	104	0.43	-27	11	16	87	1	.
CC(=O)N1CCN(c2nc(CC(C)C)c3c(c2C#N)CCC3)CC1
    -10	94	-0.1	-16	-4	9	83	-2	95
COCC(=O)NCCc1ccc(S(N)(=O)=O)cc1
    -25	99	0.11	-18	-30	5	97	7[fluorescence artefact?]	.
COc1ccc(S(=O)(=O)N2CCN(C(=O)c3c(C)nn(-c4ccccc4)c3Cl)CC2)cc1
    -43	87	-1.6	-12	-3	22	90	6	97
CC1CCCCN1C(=O)CSc1nnc(Cc2ccccc2)n1C (stereo not drawn)
    2	97	0.31	-21	-15	9	90	4[fluorescence artefact?]	104
CCOC(=O)N1CCC(NC(=O)Cn2cc3c(n2)CCCCC3)CC1
    .	93	.	.	.	.	105	10	90
Cc1cc(NC(=O)CN2CC3CC(C2)c2cccc(=O)n2C3)nc2c1c(=O)oc1ccccc12 (stereo not drawn)
    .	89	.	.	.	.	91	11	99
Cc1ccc(S(=O)(=O)Oc2ccccc2N2C(=O)C3CC=CCC3C2=O)cc1 (stereo not drawn)
    -14	.	-0.08	0	-17	8	.	.	.
CC(C)c1ccc(N2C(=O)CSC23C(=O)N2CCCc4cccc3c42)cc1 (stereo not drawn)
    -5	93	-0.19	-14	-7	11	84	22[fluorescence artefact?]	94
O=c1c2c(nc3cc(-c4cccc(Cl)c4)[nH]n13)CCC2
    -8	66	-0.06	8	-15	0	79	10	93
CCn1c(SCC(=O)Nc2cc(C)on2)nnc1-c1ccco1
    1	100	-0.04	-10	-6	-8	108	10[fluorescence artefact?]	110
Cc1cc(C)c2c(c1)cc(C)c1nnc(SCC(=O)Nc3cc(C)on3)n12
    0	64	1.2	4	-47	16	17*	12[fluorescence artefact?]	93
COc1ccc(CC(=O)N2CC3(C)CC2CC(C)(C)C3)cc1 (stereo not drawn)
    10	101	-0.27	-5	26	13	95	16	103
O=C(Nc1ccc(N2CCN(C(=O)c3ccco3)CC2)cc1)c1cccs1
    -14	104	0.31	.	-28	.	58	7	98
